LDHA block – blocks human lactate dehydrogenase A. P00338. purified LDHA, NADH/diaphorase-resazurin fluorescence; hits give low values. activity change, % (values are at about 110 or 230 µM). hit rate 0.15% among 480,000. AID 1347041; in the data active = activity change below about -30%; inconclusive = mostly about -25% to -30%;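 note: plate controls were DMSO wells for no effect and wells without enzyme for full effect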
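Human LDH5 at 2 nM final in Tris HCl pH 7.4 with 0.06 mM NADH and 0.2 mM pyruvate, reacted 5 minutes at room temperature. Remaining NADH coupled via diaphorase/resazurin; resorufin fluorescence read at 0 and 20 minutes, normalized to enzyme-free and DMSO wells.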
BLM inh – blocks DNA unwinding by human BLM helicase; AID 2528; recombinant BLM DNA unwinding, fluorescence dequenching; Potency, µM (top dose mostly 56.1 µM), for the others: at the highest dose activity change, negative = inhibition, most hits filed as inhibitors; hit rate 0.2% among 350,000;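 note: potency is the fitted concentration of half-maximal effect; plate controls were vehicle for no effect and no enzyme for full effect; nearly all actives have a fitted effect of over 35% in size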
POLH inh – blocks human DNA polymerase eta activity | hit rate 1.2% among 390,000 | Q9Y253 | AID 588591 | recombinant Pol eta, fluorescent DNA replication assay | Potency, µM (series often up to 114 µM), inactives show top-dose activity change, negative = inhibition, most hits filed as inhibitors; note: potency is the fitted concentration of half-maximal effect; % is set by controls: 0 for no effect and ±100 for the full control effect
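Pol eta at 10 nM preincubated with compounds 15 min at room temperature; reaction started with fluorescent substrate (50 nM final) and read kinetically at 0 and 10 min.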
GRP78 ERSR act – induces the endoplasmic reticulum stress response in human glioma cells; AID 602332; U87-MG GRP78 promoter luciferase reporter, 16 h; hit rate 0.02% among 420,000; Potency, µM, for the others: top-dose activation, hits mostly activators; note: potency is the fitted concentration of half-maximal effect; series mostly up to about 76 µM; % of control where 0% means no effect; nearly all actives have a fitted effect of over 35% in size
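Stably transfected U87-MG glioma cells carrying a GRP78-based luciferase sensor; 16 h compound incubation. Luminescence end-point read 10 min after Bright-Glo addition at room temperature.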
POLI inh – DNA polymerase iota (human) inhibition; Q9UNA4; Pol iota fluorescent replication assay, 10 min; Potency, µM (top dose mostly 115 µM), without a hit: at the highest dose activity, negative = inhibition, most hits filed as inhibitors; hit rate 1% among 390,000; AID 588590; note: potency is the fitted concentration of half-maximal effect
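Pol iota at 10 nM preincubated 15 min with compounds at room temperature; reaction started with fluorescent substrate, 50 nM final. Fluorescence read kinetically at 0 and 10 min; buffer-only wells as negative control.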
Apoferritin bind – binds horse apoferritin like a general anesthetic; P02791; apoferritin/1-aminoanthracene competitive binding, fluorescence; Potency, µM (highest dose often 77.5 µM), for the others: at the top dose activity change, negative = displacement, usual class: inhibitors; hit rate 0.074% among 350,000; note: potency is the fitted concentration of half-maximal effect; % is set by controls: 0 for no effect and ±100 for the full control effect; nearly all actives have a fitted effect of over 20% in size
Target sequence (P02791 2-175 limits assumed): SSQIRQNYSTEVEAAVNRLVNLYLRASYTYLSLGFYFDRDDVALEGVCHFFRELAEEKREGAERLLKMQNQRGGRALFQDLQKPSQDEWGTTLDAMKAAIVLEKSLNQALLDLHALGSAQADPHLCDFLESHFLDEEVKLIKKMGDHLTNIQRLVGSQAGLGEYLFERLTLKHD
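Horse-spleen apoferritin (10 uM) was mixed with 50% saturated 1-aminoanthracene in PBS, exposed to compounds for 10 min at room temperature, and read for fluorescence (ex 380 nm, em 535 nm). Competitive displacement was fitted with a four-parameter Hill equation.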
Pol kappa inh – inhibitors of human DNA polymerase kappa; purified Pol kappa, fluorescent DNA synthesis assay, 10 min; Q9UBT6; hit rate 0.53% among 400,000; Potency, µM (doses to about 107 µM), without a hit: at the highest dose activity, negative = inhibition, usual class: inhibitors; note: potency is the fitted concentration of half-maximal effect; % is set by controls: 0 for no effect and ±100 for the full control effect
Target sequence (Q9UBT6 whole entry, looked up): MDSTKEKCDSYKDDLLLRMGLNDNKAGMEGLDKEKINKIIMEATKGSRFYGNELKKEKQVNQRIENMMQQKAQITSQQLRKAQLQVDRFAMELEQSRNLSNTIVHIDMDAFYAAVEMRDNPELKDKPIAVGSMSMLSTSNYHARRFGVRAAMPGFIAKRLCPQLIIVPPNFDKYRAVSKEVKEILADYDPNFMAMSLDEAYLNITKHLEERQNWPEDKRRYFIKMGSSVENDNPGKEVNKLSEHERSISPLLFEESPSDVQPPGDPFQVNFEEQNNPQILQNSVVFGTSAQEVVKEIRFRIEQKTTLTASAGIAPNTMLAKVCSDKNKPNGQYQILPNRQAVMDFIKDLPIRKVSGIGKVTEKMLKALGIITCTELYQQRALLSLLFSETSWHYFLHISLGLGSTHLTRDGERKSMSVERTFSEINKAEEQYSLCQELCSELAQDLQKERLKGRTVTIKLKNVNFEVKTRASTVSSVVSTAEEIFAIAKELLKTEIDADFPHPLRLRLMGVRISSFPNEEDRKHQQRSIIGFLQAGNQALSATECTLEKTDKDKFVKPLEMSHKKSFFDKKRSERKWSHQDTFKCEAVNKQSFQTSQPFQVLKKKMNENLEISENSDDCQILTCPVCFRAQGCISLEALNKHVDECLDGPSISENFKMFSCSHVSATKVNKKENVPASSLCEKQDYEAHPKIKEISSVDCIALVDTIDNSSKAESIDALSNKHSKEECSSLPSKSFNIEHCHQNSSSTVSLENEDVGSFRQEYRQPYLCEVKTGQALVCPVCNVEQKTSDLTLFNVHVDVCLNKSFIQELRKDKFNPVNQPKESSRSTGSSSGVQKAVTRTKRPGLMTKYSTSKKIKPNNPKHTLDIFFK
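Kinetic fluorescence readout at 0 and 10 min followed reaction start with substrate at 50 nM final. Beforehand, enzyme (10 nM Pol kappa) stood 15 min with compound at room temperature; buffer-only wells were negative controls.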
Pol beta inh – DNA polymerase beta (human) inhibition; P06746; Pol beta primer extension/strand displacement, fluorescence kinetic; Potency, µM (highest dose often 114 µM), for the others: top-dose activity change, negative = inhibition, actives largely listed as inhibitors; hit rate 1.3% among 340,000; note: potency is the fitted concentration of half-maximal effect; % is set by controls: 0 for no effect and ±100 for the full control effect
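10 nM enzyme + cpd, 15 min RT; start with substrate 50 nM final; read 0 min and after 10 min RT. Corrected, normalized data; 4-parameter Hill curve fit.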
APEX1 inh – inhibitors of human APE1 endonuclease | P27695 | recombinant APE1, TAMRA/BHQ-2 abasic DNA cleavage fluorescence | Potency, µM (series often up to 65.8 µM), for the others: at the highest dose activity change, negative = inhibition, most hits filed as inhibitors | hit rate 0.35% among 350,000;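 note: potency is the fitted concentration of half-maximal effect; plate controls were vehicle for no effect and reference inhibitor for full effect; nearly all actives have a fitted effect of over 55% in size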
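Activity was derived from the fluorescence gain between first and third kinetic reads (60 s intervals, ex 525/em 598 nm) after 50 nM THF-abasic TAMRA/BHQ-2 duplex was added to 0.75 nM APE1 preincubated 15 min with compound.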
Numbers without * were called inactive; ? = inconclusive; · = no result given; & = joins results of further samples; [ ] = dose if it differs, or a comment. Unless noted, calls come from the whole dose curve; as a rule, active = well fitted curve in the direction sought with a large enough effect; inconclusive = small, poorly fitted or top-dose-only effect, or another doubt; inactive = no such curve, though single readings can be large; an effect the other way counts as inactive or inconclusive. Only part of the results is shown. The share of hits here may be higher or lower than overall.

Preview:
SMILES	LDHA block	BLM inh	POLH inh	GRP78 ERSR act	POLI inh	Apoferritin bind	Pol kappa inh	Pol beta inh	APEX1 inh
C=CCNC(=O)Cn1c(=O)c2c(ncn2CCC(C)C)n(Cc2ccccc2)c1=O	1&-2	-4%	-4%	-3%	110%[activator]	-8%	-17%	9%	29%[12.4 µM]
O=C(Nc1nnc(C2CC2)s1)c1cccc(S(=O)(=O)N2CC(c3ccccc3)CC2=O)c1 (stereo unspecified)	-2	-2%	-1%	-2%	11%	-22%	-2%	9%	-1%
CCCNC(=O)c1cc2nc(-c3ccc(Br)cc3)cc(C(F)(F)F)n2n1	-2	-2%	-1%	-1%	-15%	-4%	-1%	15%	·
COc1ccc(CCNC(=O)C2CC(=O)N(c3ccccc3)C2)cc1OC (stereo unspecified)	-4	-2%	-5%	-4%	12%	6%	-8%	0%	1%
Cc1ccc(NC(=O)Cn2c(=S)[nH]c3ccccc32)cc1	-3	-9%	-15%	0%	20%	-2%	3%	6%	14%

Main list, from the first entry:
SMILES	LDHA block	BLM inh	POLH inh	GRP78 ERSR act	POLI inh	Apoferritin bind	Pol kappa inh	Pol beta inh	APEX1 inh
C=CCNC(=O)Cn1c(=O)c2c(ncn2CCC(C)C)n(Cc2ccccc2)c1=O	1&-2	-4%	-4%	-3%	110%[activator]	-8%	-17%	9%	29%[12.4 µM]
O=C(Nc1nnc(C2CC2)s1)c1cccc(S(=O)(=O)N2CC(c3ccccc3)CC2=O)c1 (stereo unspecified)	-2	-2%	-1%	-2%	11%	-22%	-2%	9%	-1%
CCCNC(=O)c1cc2nc(-c3ccc(Br)cc3)cc(C(F)(F)F)n2n1	-2	-2%	-1%	-1%	-15%	-4%	-1%	15%	·
COc1ccc(CCNC(=O)C2CC(=O)N(c3ccccc3)C2)cc1OC (stereo unspecified)	-4	-2%	-5%	-4%	12%	6%	-8%	0%	1%
Cc1ccc(NC(=O)Cn2c(=S)[nH]c3ccccc32)cc1	-3	-9%	-15%	0%	20%	-2%	3%	6%	14%
N#Cc1ccccc1Cn1c(=O)n(-c2ccc(F)c(Cl)c2)c(=O)c2sccc21	-3	-3%	-8%	-3%	36%[activator]	3%	-21%	5%	·
CCNC(=S)NNC(=O)c1cc(-c2cccc(OCC)c2)nc2ccccc12	-3	-11%	-3%	5%	20%	-23%	-11%	2%	-4%
Cc1cc(C)c(S(C)(=O)=O)c(Oc2cccc(Cl)c2)n1	-2	4%	-23%	-4%	2%	-8%	-1%	-1%	-1%
COC(=O)c1cn[nH]c1NC(=S)Nc1ccc(C)cc1Cl	-4	1%	6%	2%	0%	-6%	-8%	19%	?
O=C(NCCOC(=O)c1ccc(F)cc1)c1ccc(F)cc1	-7	-4%	-7%	-5%	?	-6%	3%	87%	13%
Nn1c(SCC(=O)NC2CCCc3ccccc32)nnc1-c1cccs1 (stereo unspecified)	2	0%	6%	-2%	14%	?	-3%	-7%	1%
CC1Cc2ccccc2N1C(=O)COC(=O)c1ccc(S(=O)(=O)N(C)C)cc1 (stereo unspecified)	-8	-1%	-8%	2%	3%	-19%	2%	22%	0%
CCOC(=O)N1CCN(S(=O)(=O)c2ccc(C(=O)Nc3ccc4c(c3)C(=O)NC4=O)cc2)CC1	0	-12%	?	-3%	-27%	-3%	3%	-8%	-11%
O=C1CC(N2CCN(C/C=C/c3ccccc3)CC2)C(=O)N1Cc1ccc(N2CCCC2=O)cc1 (stereo unspecified)	-3	1%	-15%	6%	11%	-13%	-3%	-1%	0%
COC(=O)c1ccc(CN(c2ccc(C(=O)O)c(O)c2)S(=O)(=O)c2ccc(Cl)c([N+](=O)[O-])c2)cc1	-4	-10%	-17%	-6%	105%[activator]	10%	1%	17%	-1%
COc1ccc(NC(=O)c2ccc3c(c2)NC(=O)CS3)cc1	-4	·	-6%	5%	-21%	·	-23%	·	3%
Clc1ccc(-c2n[nH]c3c2CCC3)c(Cl)c1	3	-4%	-20%	-1%	4%	?	2%	0%	-6%
CCOc1ccc(-n2c(=O)[nH]cc(C(=O)Nc3ccc(OC)c(OC)c3)c2=O)cc1	0	-4%	-1%	-3%	93%[activator]	-12%	-20%	-2%	-1%
O=C(OCC(=O)N1CCCC1=O)C1COc2ccccc2O1 (stereo unspecified)	-1	-1%	-5%	0%	15%	-10%	5%	0%	?
CC(=O)OC(C(=O)NC1CCCCC1)c1ccncc1 (stereo unspecified)	-5	2%	10%	-4%	-4%	11%	-4%	9%	15%
O=C(c1ccc(Cl)cc1)c1ccc(OCC(=O)N2CCOCC2)cc1	-5	-9%	-13%	-5%	-10%	-14%	-9%	81%	10%
CCOC(=O)c1c(C)[nH]c(C(=O)CN(C)CC(=O)Nc2ccccc2C(F)(F)F)c1C	-1	·	-21%	2%	30%	·	-6%	·	3%
COc1ccccc1Nc1nnc(SCC(=O)c2cc(C)n(CC3CCCO3)c2C)s1 (stereo unspecified)	-1	1%	-7%	0%	1%	-14%	-19%	19%	-8%
N#Cc1cn(-c2ccccc2)nc1-c1ccco1	0	-1%	10%	11%	33%[activator]	-12%	-17%	2%	2%
CCOc1ccc(S(=O)(=O)N2CCC(C(=O)NCc3ccccn3)CC2)cc1Cl	-12	-1%	3%	-1%	54%[activator]	-1%	-8%	24%	24%

Brought forward from above: two entries; new compounds follow.
SMILES	LDHA block	BLM inh	POLH inh	GRP78 ERSR act	POLI inh	Apoferritin bind	Pol kappa inh	Pol beta inh	APEX1 inh
N#Cc1cn(-c2ccccc2)nc1-c1ccco1	0	-1%	10%	11%	33%[activator]	-12%	-17%	2%	2%
CCOc1ccc(S(=O)(=O)N2CCC(C(=O)NCc3ccccn3)CC2)cc1Cl	-12	-1%	3%	-1%	54%[activator]	-1%	-8%	24%	24%
O=C1CC(N2CCOCC2)C(=O)N1c1cc(Cl)cc(Cl)c1 (stereo unspecified)	-6	-8%	-8%	-3%	30%	?	-5%	15%	1%
CN(C(=O)c1ccncc1)c1nnc(-c2ccncc2)s1	-6	-2%	-13%	-1%	-5%	13%	3%	13%	11%
C=C1C(=O)OC2CC1C(OC(C)=O)CC(C)=CCCC(C)=CCC[C@@]2(C)O (stereo partly specified)	·	4%	·	-12%	·	-2%	-11%[60.1 µM]	·	-1%
O=C1C2CCCN2c2ccc(S(=O)(=O)N3CCOCC3)cc2N1Cc1cccc(C(F)(F)F)c1 (stereo unspecified)	·	-2%	·	·	·	?	·	48%	-3%
COC(=O)CN1C(=O)Nc2ccc(Br)cc2C1c1ccccc1 (stereo unspecified)	-14	-1%	0%	-6%	6%	0%	-11%	6%	0%
Cc1ccc(NC(=O)C2CCCN(c3nccc(C)n3)C2)c(C)c1 (stereo unspecified)	-9	-1%	-2%	-5%	-6%	6%	-2%	22%	0%[12.4 µM]
Cc1ccc(NC(=O)Cn2nc(-c3ccccc3)nc(Cc3ccc(Cl)cc3)c2=O)cc1	-5	-1%	-8%	-3%	33%[activator]	-2%	-3%[60.1 µM]	19%	·
Cc1ccc(Nc2ccc(S(=O)(=O)N3CCOCC3)cc2[N+](=O)[O-])c(C)c1	3	-4%	-17%	-5%	-17%	-12%	-9%	18%	7%
COc1ccc(CNC(=O)c2cc(C3CC3)on2)cc1	-2	1%	-7%	0%	6%	-17%	12%	-1%	-7%
COCCNC(=O)Cn1nc(N2CCN(c3ccccc3OC)CC2)ccc1=O	2	-1%	-2%	-2%	-16%	0%	-14%	-9%	·
COc1ccc(S(=O)(=O)n2nc(OC(=O)c3ccccc3Br)cc2N)cc1	-2	-4%	-15%	0%	?	?	6%	5%	-4%
COc1cc(S(=O)(=O)N2CCN(Cc3ccccc3)CC2)ccc1Br	-3	-11%	-24%	-5%	-8%	-4%	-11%	-1%	-7%
Cc1cc(C)nc(NC(=O)CSc2nc3ccccc3o2)n1	2	-1%	-14%	?	?	0%	-23%	?	7%
Clc1ccc(Cn2cc3c(n2)-c2cc4ccccc4n2C3)cc1	-2	·	·	-1%	22%	·	1%	·	·
CCOc1ccccc1C(=O)Nc1cc(=O)n(C)c(=O)n1C	-14	0%	-9%	-2%	?	-10%	-24%	79%	-3%
COc1ccc(S(=O)(=O)NCCSC(C)(C)C)cc1Cl	-1	-4%	-8%	-5%	-5%	?	-5%	24%	-3%
Cc1cc[n+](C)c2ccccc12	-6	·	·	-4%	9%	·	-23%	·	·
O=C1ON=C(c2ccccc2)/C1=C/c1ccc(OS(=O)(=O)c2ccccc2)cc1	-39*	-10%	?	-1%	-3%	-6%	-29%	-9%	-1%
O=C(CN(Cc1ccc(F)cc1)C(=O)CNS(=O)(=O)c1ccccc1)NCC1CCCO1 (stereo unspecified)	-1	1%	-3%	-2%	116%[activator]	-14%	-2%	1%	2%
CCCn1c(=N)c(C(=O)NCc2cccnc2)cc2c(=O)n3cc(C)ccc3nc21	-1	0%	-9%	0%	1%	33%[activator]	10%	9%	·
COc1ccc(CNS(=O)(=O)c2ccc(NC(=O)N3CCCCC3)cc2)cc1	-8	-1%	-3%	-4%	-14%	-14%	-14%	0%	-5%
COC(=O)c1cccc(C(=O)N2CCCC(Nc3ccc4c(c3)OCCO4)C2)c1 (stereo unspecified)	3	0%	-20%	0%	14%	-12%	4%	93%	32%
Cc1cccc(OCCNC(=O)CCc2ccccc2)c1	2	·	-8%	-2%	22%	·	10%	·	·
COC(=O)c1cc2oc3ccccc3c2n1CC(=O)Nc1cc(OC)cc(OC)c1	-11	-5%	-1%	-1%	-27%	9%	8%	34%	·
Cc1cc(OC(=O)c2ccccc2)n(CCC#N)n1	-9	-1%	-5%	4%	?	-14%	-9%	4%	-3%
CCCN(CCC)c1ccc(/C=C/c2sc3ccccc3[n+]2CCCCI)cc1	-9	·	·	-6%	79µM*	·	?	·	·
Cc1ccc(NC(=O)NC2CCCCCCC2)cc1C	-7	-2%	2%	?	-17%	-13%	-5%	21%	-16%
CC(C)COC(=O)C(C#N)c1nc2ccccc2nc1N1CCN(Cc2ccc3c(c2)OCO3)CC1 (stereo unspecified)	1	-2%	0%	1%	20%	-15%	6%	13%	1%
